Bioassay records as filed in PubChem BioAssay.
BLM inh = qHTS Assay for Inhibitors of Bloom's syndrome helicase (BLM); Potency, µM (series often up to 56.1 µM), inactives show at the top dose activity change, negative = inhibition, usual class: inhibitors; RecQ-like DNA helicase BLM (Homo sapiens), P54132; 350,000 tested, 0.2% active; recombinant BLM DNA unwinding, fluorescence dequenching;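 also: potency is read from the fitted curve at half-maximal effect; plate controls were vehicle for no effect and no enzyme for full effect; nearly all actives have a fitted effect of over 35% in size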
Target sequence (P54132 whole entry, looked up): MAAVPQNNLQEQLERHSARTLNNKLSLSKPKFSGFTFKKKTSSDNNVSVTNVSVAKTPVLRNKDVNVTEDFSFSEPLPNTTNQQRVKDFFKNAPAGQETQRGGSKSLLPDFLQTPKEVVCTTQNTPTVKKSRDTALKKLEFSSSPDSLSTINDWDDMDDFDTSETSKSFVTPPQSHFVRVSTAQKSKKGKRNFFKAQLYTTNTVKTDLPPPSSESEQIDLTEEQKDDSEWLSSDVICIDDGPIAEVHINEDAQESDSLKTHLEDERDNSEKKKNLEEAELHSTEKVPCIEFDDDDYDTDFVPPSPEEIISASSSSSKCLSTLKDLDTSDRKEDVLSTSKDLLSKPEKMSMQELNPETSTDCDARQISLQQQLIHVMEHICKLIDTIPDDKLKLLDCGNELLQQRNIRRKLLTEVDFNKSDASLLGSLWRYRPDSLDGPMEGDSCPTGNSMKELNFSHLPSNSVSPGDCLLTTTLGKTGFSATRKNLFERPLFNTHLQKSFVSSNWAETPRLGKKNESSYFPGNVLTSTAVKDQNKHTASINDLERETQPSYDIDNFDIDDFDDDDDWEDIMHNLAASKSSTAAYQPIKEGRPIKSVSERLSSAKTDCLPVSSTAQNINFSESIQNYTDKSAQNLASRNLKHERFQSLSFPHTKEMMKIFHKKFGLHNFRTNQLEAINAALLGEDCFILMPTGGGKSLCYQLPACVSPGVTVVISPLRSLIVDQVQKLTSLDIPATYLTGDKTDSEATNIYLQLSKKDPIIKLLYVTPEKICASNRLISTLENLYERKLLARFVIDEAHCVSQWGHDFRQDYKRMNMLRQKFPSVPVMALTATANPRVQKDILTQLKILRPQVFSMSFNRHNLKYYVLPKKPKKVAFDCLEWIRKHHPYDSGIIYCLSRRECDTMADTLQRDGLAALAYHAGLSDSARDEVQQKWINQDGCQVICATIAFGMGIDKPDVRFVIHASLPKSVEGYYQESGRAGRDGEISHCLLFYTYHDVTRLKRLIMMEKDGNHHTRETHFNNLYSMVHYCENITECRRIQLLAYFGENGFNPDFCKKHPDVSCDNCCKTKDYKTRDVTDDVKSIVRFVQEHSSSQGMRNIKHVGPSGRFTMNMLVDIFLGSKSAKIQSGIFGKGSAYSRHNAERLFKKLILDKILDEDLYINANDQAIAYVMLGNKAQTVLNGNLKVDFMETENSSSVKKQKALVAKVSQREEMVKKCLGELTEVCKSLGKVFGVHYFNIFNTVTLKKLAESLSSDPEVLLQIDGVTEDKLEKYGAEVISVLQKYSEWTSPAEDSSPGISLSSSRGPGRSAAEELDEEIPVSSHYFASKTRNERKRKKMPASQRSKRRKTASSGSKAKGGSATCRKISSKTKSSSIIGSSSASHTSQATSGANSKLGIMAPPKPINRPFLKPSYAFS
POLB inh = qHTS Assay for Inhibitors of DNA Polymerase Beta | 340,000 tested, 1.3% active | Potency, µM (top dose mostly 114 µM), inactives show top-dose activity change, negative = inhibition, most hits filed as inhibitors | P06746 | Pol beta primer extension/strand displacement, fluorescence kinetic | AID 485314, 2010; also: potency is read from the fitted curve at half-maximal effect; % is scaled to controls: 0 for no effect and ±100 for the full control effect
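Reaction started by 50 nM substrate onto compound-treated Pol beta (10 nM, 15 min preincubation, room temperature); plates read at 0 min and 10 min. Normalized concentration-effect data fitted by four-parameter Hill equation.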
RXFP1 antag = qHTS Assay for Antagonists of the Relaxin Receptor RXFP1; 350,000 tested, 0.59% active; activity change, negative = inhibition, % at 57.5 µM; HEK293-RXFP1, relaxin-stimulated cAMP HTRF, 30 min; hits give low values; AID 1259400, 2018;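 active = activity change of -60% or lower, but not beyond a set lower limit; inconclusive = change between -60% and -40%, or beyond the set limit; inactive = change above -40%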; also: % is scaled to controls: 0 for no effect and ±100 for the full control effect
Pol iota inh = qHTS for Inhibitors of Polymerase Iota | AID 588590, 2011 | 390,000 tested, 1% active | Pol iota fluorescent replication assay, 10 min | Potency, µM (titrated, usually from 115 µM), inactives show at the highest dose activity, negative = inhibition, actives largely listed as inhibitors | DNA polymerase iota (Homo sapiens), Q9UNA4; also: potency is read from the fitted curve at half-maximal effect
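Fluorescent replication assay read twice, at 0 min and 10 min after adding 50 nM (final) substrate. Enzyme (10 nM) and compounds were first incubated 15 min at room temperature; enzyme-free buffer wells were negative controls.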
Pol eta inh = qHTS for Inhibitors of Polymerase Eta | recombinant Pol eta, fluorescent DNA replication assay | 390,000 tested, 1.2% active | Potency, µM (titrated, usually from 114 µM), for the others: at the top dose activity change, negative = inhibition, usual class: inhibitors | DNA polymerase eta (Homo sapiens), Q9Y253; also: potency is read from the fitted curve at half-maximal effect; % is scaled to controls: 0 for no effect and ±100 for the full control effect
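Pol eta (10 nM) was preincubated with compounds for 15 min at room temperature, after which fluorescent replication substrate (50 nM final) was added to start the reaction. Fluorescence was read kinetically at 0 and 10 min.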
PGK inhibitor = qHTS Assay to Find Inhibitors of Phosphoglycerate Kinase; Phosphoglycerate kinase, glycosomal (Trypanosoma brucei brucei), P07378; PGK/GAPDH coupled, Kinase-Glo luminescence, 60 min; Potency, µM (highest dose often 57.5 µM), inactives show top-dose activity change, negative = inhibition, most hits filed as inhibitors; 380,000 tested, 0.043% active; AID 602233, 2012; also: potency is read from the fitted curve at half-maximal effect; % is scaled to controls: 0 for no effect and ±100 for the full control effect; nearly all actives have a fitted effect of over 60% in size
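Luminescent ATP detection (Kinase-Glo Plus) follows a 60-minute room-temperature incubation, with wells lacking PGK as controls. Buffer: 100 mM TEA (pH 7.6), 5 mM MgCl2, 0.01% Tween-20. Coupling enzyme GAPDH (100 nM final) supplies unstable 1,3-BPG in-well.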
Pol kappa inh = qHTS for Inhibitors of Polymerase Kappa. DNA polymerase kappa (Homo sapiens), Q9UBT6. purified Pol kappa, fluorescent DNA synthesis assay, 10 min. Potency, µM (doses to about 107 µM), for inactives: at the top dose activity, negative = inhibition, actives largely listed as inhibitors. 400,000 tested, 0.53% active; also: potency is read from the fitted curve at half-maximal effect; % is scaled to controls: 0 for no effect and ±100 for the full control effect
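First, compounds were pin-transferred onto 10 nM Pol kappa. After 15 min at room temperature, substrate was added to 50 nM final. Fluorescence was then measured kinetically at 0 and 10 min.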
APE1 inh = qHTS Assay for Inhibitors of the Human Apurinic/apyrimidinic Endonuclease 1 (APE1); recombinant APE1, TAMRA/BHQ-2 abasic DNA cleavage fluorescence; Potency, µM (series often up to 65.8 µM), for inactives: top-dose activity change, negative = inhibition, actives largely listed as inhibitors; DNA repair nuclease/redox regulator APEX1 (Homo sapiens), P27695; 350,000 tested, 0.35% active;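 also: potency is read from the fitted curve at half-maximal effect; plate controls were vehicle for no effect and reference inhibitor for full effect; nearly all actives have a fitted effect of over 55% in size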
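Enzyme (0.75 nM final) and test compound are incubated 15 min at room temperature before adding 50 nM quenched THF abasic-site duplex. Cleavage dequenches TAMRA, followed at 525/598 nm over three reads one minute apart.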
Anesthetic bind = qHTS Assay for Identification of Novel General Anesthetics; 350,000 tested, 0.074% active; Potency, µM (top dose mostly 77.5 µM), without a hit: at the top dose activity change, negative = displacement, most hits filed as inhibitors; apoferritin/1-aminoanthracene competitive binding, fluorescence; Ferritin light chain (Equus caballus), P02791; AID 485281, 2010; also: potency is read from the fitted curve at half-maximal effect; % is scaled to controls: 0 for no effect and ±100 for the full control effect; nearly all actives have a fitted effect of over 20% in size
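Probe: 1-aminoanthracene (50% saturated, PBS). Protein: horse-spleen apoferritin, 10 uM. Incubation: 10 min, room temperature. Detection: 380 nm excitation, 535 nm emission. Analysis: normalized response, four-parameter Hill.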
Active calls of the source: *; i = inactive; u = inconclusive; x = not tested or not shown; [ ] = dose if it differs, or a comment. Unless noted, calls follow the shape of the dose curve; as a rule, active = well fitted curve in the direction sought with a large enough effect; inconclusive = small, poorly fitted or top-dose-only effect, or another doubt; inactive = no such curve, though single readings can be large; an effect the other way counts as inactive or inconclusive. The list is partial, so the mix of outcomes need not match the whole.

SMILES	BLM inh	POLB inh	RXFP1 antag	Pol iota inh	Pol eta inh	PGK inhibitor	Pol kappa inh	APE1 inh	Anesthetic bind
CCOC(=O)c1c(NC(=O)CN(CC)CC)sc2c1CCN(C(=O)OCC)C2	-13%	-1%	-24	-1%	-3%	i	-20%	14%	7%
COc1c(C)cc(C(=O)C2CCCN(C(=O)c3cccc(F)c3)C2)cc1C (stereo not given)	-2%	-23%	8	22%	-12%	5%	-1%	0%	u
CCc1ccc(NCc2nc3ccccc3c(=O)[nH]2)cc1	-1%	-11%	-5	1%	-9%	4%	-12%	0%	-11%
N#Cc1nc(-c2ccccc2F)oc1NCc1ccccc1	-1%	-16%	x	5%	-9%	i	11%	u	-8%
N#C/C(=N/O)c1nc(-c2ccc(F)cc2)cs1	1%	-17%	-5	8%	-29%	1%	-13%	0%	0%
COC(=O)c1cccc(N(C(=O)c2cnccn2)C(C(=O)NC2CCCCC2)c2cn(C)nc2C)c1 (stereo not given)	7%	-1%	-9	-2%	-14%	i	-6%	-1%	1%
CCc1nnc(NC(=O)CCC(=O)N2CCN(Cc3ccc(Cl)cc3)CC2)s1	-3%	1%	-15	3%	-7%	0%	-7%	-5%	-19%
O=[N+]([O-])c1cccc(-n2nnnc2CNCc2ccccc2)c1	-2%	20%	0	-5%	0%	0%	-13%	0%	-10%
Cc1cccc(N/N=C(\C=N\N)C(=O)c2ccc(Br)cc2)c1	-9%	7%	x	x	x	x	x	-2%	-23%
O=C(Nc1nccs1)c1ccc(Cl)c(S(=O)(=O)N2CCOCC2)c1	0%	26%	16	u	-6%	-4%	2%	-1%	-11%
O=C1C=C(c2cccc(Cl)c2O)C[C@@H](c2ccc(F)cc2)C1	x	x	x	3%	-8%	-1%	-8%	6%	x
Cc1ccc(N2C(=O)N(CC(=O)C(C)(C)C)c3ccccc3S2(=O)=O)cc1C	-9%	8%	x	2%	-15%	8%	-15%[60.1 µM]	x	-6%
CC1(C)Cc2c(sc3nc(-c4cc5ccccc5o4)n(N)c(=O)c23)CO1	-3%	6%	11	-13%	-6%	i	1%	-1%	1%
O=C(NCCCN1CCOCC1)c1sc2ccccc2c1Cl	3%	5%	0	20%	-7%	i	7%	-2%	-5%
Cc1cc(C)nc(/N=C2\NC(=O)CC(C(=O)O)N2c2ccc(F)c(Cl)c2)n1 (stereo not given)	-6%	46%	x	x	x	x	x	2%	-3%
Cc1nn(CC(=O)NCC2CCCO2)c(C)c1[N+](=O)[O-] (stereo not given)	-4%	22%	2	20%	-17%	i	7%[60.1 µM]	-4%	-2%
COc1ccc(CNC(=O)CCn2c(=O)[nH]c3ccccc3c2=O)cc1	2%	22%	-12	110%[activator]	9%	-6%	-13%	-7%	-2%
Cc1cccc(-c2oc3ccc(-c4ccc5c(c4)OCO5)cc3c2/C=C/c2ccc(N)cc2)c1	-2%	19%	x	18%	-12%	6%	-8%	6%	101%[activator]
CNC(=O)NNC(=O)c1onc(-c2c(Cl)cccc2Cl)c1C(=O)OC	-2%	0%	-2	-16%[58.9 µM]	-10%	-3%	0%	0%	-14%
COc1cc2[nH]c(C(=O)N3CCc4ccccc43)cc2c(OC)c1OC	-4%	u	-6	u	-13%	5%	-21%	22%	-5%
Cc1cc(C)nc(NS(=O)(=O)c2ccc(CC(C)C)cc2)c1	0%	-1%	-22	45%[activator]	-13%	i	-2%	3%	2%
CC(=O)c1c(C)[nH]c(C(=O)CSc2nnc(NC3CC3)s2)c1C	x	x	-8	29%	-22%	-2%	-5%	32%[activator]	x
NS(=O)(=O)c1cccc(NS(=O)(=O)c2ccc(/C=C/C(=O)OCC(=O)c3ccc(Br)cc3)cc2)c1	-14%	9%	-4	77%	1%	0%	-19%	-1%	u
O=C(O)c1cn(-c2ccccc2)c(=O)c2ccccc12	-4%	1%	2	-8%	3%	8%	-8%	4%	6%
Cn1c2c(c(=O)n(C)c1=O)C(c1ccc(F)cc1)C(C#N)=C(N)O2 (stereo not given)	-5%	-17%	-3	36%[activator]	12%	4%	-4%	-5%	-9%
Cc1nn(CC(=O)NCc2ccccc2Cl)c(=O)c2nn(-c3ccccc3)c(C)c12	-2%	-28%	-20	22%	-26%	i	6%	x	u
CCN(C(=O)COc1ccc2ccc(=O)oc2c1)C1CCCCC1	x	x	-7	9%	-9%	-2%	-19%	13%	x
CCn1c(=O)c(C(=O)NNC(=O)c2ccccc2F)c(O)c2ccccc21	-8%	11%	6	-14%	15%	-2%	-22%	83%[activator]	2%
COc1ccc(-c2nc(NC(=O)C3CCN(c4nc5ccccc5o4)CC3)sc2C)cc1	-9%	u	-7	u	-16%	i	-8%	-5%	-23%
COCCn1c(SCC(=O)NCCCN2CCCC2=O)nc2sc3c(c2c1=O)CCCC3	x	x	-2	13%	-4%	i	-4%	x	x
CCOC(=O)COc1ccc2c3c(c(=O)oc2c1C)CCC3	-1%	3%	1	1%	7%	-4%	-7%	1%	-20%
CC(C)Cn1c(N)c(C=O)c(=O)n(C)c1=O	-4%	17%	-10	107%[activator]	-8%	5%	-2%	u	-2%
O=C1c2cccc3cc([N+](=O)[O-])cc(c23)C(=O)N1CC1CCCO1 (stereo not given)	-10%	13%	0	u	-10%	-2%	-10%	0%	-2%
O=C1CN(C(=O)c2ccco2)C(c2ccccc2)c2cc(Cl)ccc2N1 (stereo not given)	-1%	1%	-4	51%[activator]	-17%	-9%	-14%	-2%	u
CCOc1ccc(-c2nonc2NC(=O)c2oc3cc(Br)ccc3c2C)cc1	-6%	17%	3	4%	-25%	-7%	-10%	x	11%
CCc1c(C)nc(SCC(=O)NC2CCCC2)[nH]c1=O	0%	50%	-23	9%	-15%	-9%	-7%	-18%	8%
CCOc1ccc(C2Nc3c(C)cccc3-c3cc(C)nn32)cc1 (stereo not given)	-5%	u	-16	-22%	-22%	-5%	-2%	x	-14%
CC(C)/C=N/NC(=O)c1cccc(N2CCCC2=O)c1	-2%	28%	-2	30%	-20%	-1%	-4%	4%	-2%
COc1ccc(N2CC(NC(=O)c3cc4ccccc4o3)CC2=O)cc1OC (stereo not given)	0%	-1%	x	27%	-12%	7%	-8%[60.1 µM]	x	-10%
CCC1(c2ccc(F)cc2)NC(=O)N(CC(=O)N2c3ccccc3CC2C)C1=O (stereo not given)	x	x	-8	-7%	-16%	-8%	-8%	37%	x
Cc1ccc(Cl)cc1NC(=O)COc1ccccc1	5%	1%	-8	-2%	-5%	1%	-13%	5%	u
COc1cc(/C=N/N(c2ccccc2)c2ccccc2)ccc1O	-15%	4%	-13	64%[activator]	-3%	-8%	-17%	3%	89%[activator]
COc1ccc(Cl)cc1C(=O)NNC(=O)CNC(=O)c1ccco1	x	x	0	33%[activator]	-23%	-6%	-1%	44%	x
CN(C)c1ccc(NC(=O)Cn2c(=O)n(Cc3ccccc3)c(=O)c3ccccc32)cc1	-2%	25%	0	5%	-4%	-7%	-3%	17%	-15%
Cn1c(COc2ccccc2)nnc1SCCSc1nnc(COc2ccccc2)n1C	3%	5%	-12	21%	-6%	x	1%	-6%	-4%
COc1cc2c(cc1OC)CN(CCC(C)c1ccc(Cl)cc1)CC2 (stereo not given)	x	x	-34	-26%	-10%	1%	-26%	x	x
CCOC(=O)N1CCC(N2Cc3cccc(C(=O)NCc4ccccc4OC)c3C2=O)CC1	-4%	14%	-4	-15%	-2%	-5%	-8%	-1%	-16%
COc1ccc(CCNc2ncnc3onc(C)c23)c(OC)c1	2%	-15%	-14	-5%	0%	-1%	-3%	x	-14%

An excerpt of these results, with each value named:
SMILES: COc1cc2[nH]c(C(=O)N3CCc4ccccc43)cc2c(OC)c1OC
  BLM inh = -4%
  POLB inh = u
  RXFP1 antag = -6
  Pol iota inh = u
  Pol eta inh = -13%
  PGK inhibitor = 5%
  Pol kappa inh = -21%
  APE1 inh = 22%
  Anesthetic bind = -5%

SMILES: COc1ccc(-c2nc(NC(=O)C3CCN(c4nc5ccccc5o4)CC3)sc2C)cc1
  BLM inh = -9%
  POLB inh = u
  RXFP1 antag = -7
  Pol iota inh = u
  Pol eta inh = -16%
  PGK inhibitor = i
  Pol kappa inh = -8%
  APE1 inh = -5%
  Anesthetic bind = -23%

The results go on.
SMILES	BLM inh	POLB inh	RXFP1 antag	Pol iota inh	Pol eta inh	PGK inhibitor	Pol kappa inh	APE1 inh	Anesthetic bind
COc1ccc(C(CNC(=O)c2ccc(F)cc2)N2CCCC2)cc1 (stereo not given)	3%	-2%	2	74%[activator]	-13%	i	-25%	x	1%
O=C(NNC(=O)c1ccccc1O)c1ccc(Cl)cc1	-4%	48%	6	0%	9%	-1%	-9%	-1%	-19%
O=C1C=C(c2ccc3c(c2)OCO3)C[C@@H](c2ccc(F)cc2)C1	x	x	x	7%	-14%	0%	4%	-9%	x
CC(=O)c1cccc(NC(=O)Cn2c(C)c3cnn(-c4ccccc4)c(=O)c3c2C)c1	-7%	6%	x	-1%	-5%	-1%	-10%	x	u
Cn1ncc([N+](=O)[O-])c1C(=O)Nc1ccc(Cl)cc1	-4%	-15%	3	2%	7%	-3%	-3%	10%	4%
CC(=O)Nc1nc(C)c(C(C)(C)C)s1	0%	-24%	0	22%	-18%	i	-5%	-4%	-7%
CCOc1ccccc1NC(=O)CSc1nccn1-c1ccc(Cl)cc1	-5%	0%	-3	21%	-11%	-3%	-4%[60.1 µM]	x	-4%
COC(=O)c1ccc(NC(=O)COc2ccc(S(=O)(=O)N3CCCCC3)cc2)cc1	-1%	6%	9	-2%	5%	i	-9%	0%	-15%
CSCCCNC(=S)Nc1ccc(N2CCOCC2)cc1	-3%	-12%	-16	99%[activator]	-9%	-3%	-6%	-4%	0%
